Assay outcomes: PubChem BioAssay, several laboratories
IL1B NFkB inh – inhibitors of IL-1B driven NFkB p65 nuclear import, primary screen, imaging, HUVEC, IL-1B stimulus, high-content imaging | 0.43% of 94,000 active | HUVEC IL-1B NFkB p65 nuclear translocation imaging | inhibition, % at 2 µM;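 active = inhibition above about 30% together with a positive call from visual inspection of the well image, limit read from the data; inconclusive = inhibition above a set limit but visual check negative; inactive = inhibition not above a set limit, visual check negative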;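 note: nuclear over cytoplasmic p65 intensity ratio measured by imaging; 0% = IL-1B stimulated DMSO wells and 100% = unstimulated DMSO wells; values of inactives mirror those of a sister screen read the other way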
MRP reversal – reversal of MRP1-mediated doxorubicin resistance, primary screen, H69AR cells, doxorubicin co-treatment; H69AR cells + 2 uM doxorubicin, CellTiter-Glo, 72 h; 0.04% of 85,000 active; differential viability (reversal), % at 10 µM;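 active = viability drop by adding the cancer drug above about 55%, with treated viability meeting a 40% cutoff, limit read from the data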;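 note: viability without doxorubicin minus viability with 2 µM doxorubicin for each compound; larger differential means the compound sensitizes cells more to doxorubicin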
PLAP inhibitors HTS – PLAP enzyme inhibitors, biochemical, luminescence, HTS (AID 690); Alkaline phosphatase, placental type (Homo sapiens); one-dose inhibition, % at 20 µM; IC50 in µM for titrated hits; purified PLAP, luminescent substrate; higher % means a stronger effect; 0.08% of 96,000 active; in the data active = a potency from the dose series; inactive = the rest, 99 in 100 with inhibition below about 30%; note: strong numbers were not always called active
Bcl-B TR3 displacers – displacers of TR3 peptide from Bcl-B, primary screen, selectivity assay for Bfl-1 inhibitor project, biochemical, fluorescence polarization; Bcl-2-like protein 10 (Homo sapiens); FP displacement of FITC-TR3 peptide from Bcl-B; higher % means a stronger effect; one-dose displacement, % at 20 µM; IC50 in µM for titrated hits; 0.11% of 96,000 active; AID 748, 2007;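 active = displacement above 50% at 20 µM plus a fluorescence interference ratio under 1.5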;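 note: plate controls were wells without compound for no effect and wells lacking Bcl-B protein for full effect; a part of the inactive calls stands beside numbers as strong as those of hits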
IL1B NFkB pot – enhancers of NFkB p65 translocation in HUVEC – imaging, IL-1B stimulus, high-content imaging, primary screen; activation, % at 2 µM; HUVEC IL-1B NFkB p65 nuclear translocation imaging; 0.3% of 94,000 active; AID 819, 2007;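 active = activation above 40%, about the mean plus 3 SD, also judged a hit on visual image review; inconclusive = activation above 40% but not a hit on visual review; inactive = activation not above 40% and no visual hit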;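 note: percent activation is computed from the nuclear over cytoplasmic p65 intensity ratio; values of inactives mirror those of a sister screen read the other way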
MRP reversal cytotoxicity – further read-out of MRP reversal, marked with its call; viability, %; H69AR cells, CellTiter-Glo, 72 h; measured here: cytotoxicity without doxorubicin
MRP reversal with doxorubicin – recorded beside MRP reversal, whose call it bears; viability, %; measured here: viability with 2 uM doxorubicin; active compounds read low
IL1B NFkB inh cell count 2 µM – further read-out of IL1B NFkB inh, marked with its call; cell count; measured here: cells passing quality filter;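 raw number of nuclei counted in each imaged well without normalization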
IL1B NFkB pot cell count 2 µM – recorded beside IL1B NFkB pot, whose call it bears; cell count; measured here: cells passing quality filter
* = called active by the depositor; ? = inconclusive; / = no result given. These rows are one share of the data, so the mix of outcomes need not match the whole.

no.	structure	IL1B NFkB inh	IL1B NFkB inh cell count 2 µM	MRP reversal	MRP reversal cytotoxicity	MRP reversal with doxorubicin
1	O=C(COC(=O)CSc1nnc(-c2ccc(Cl)cc2)o1)NCc1ccc2c(c1)OCO2	-3	189	12	92	80
2	CC1CCN(C(=S)c2ccc3c(c2)OCO3)CC1	0	163	-8	97	105
3	Cc1cc(C#N)c(C)c(SCc2[nH]nc3c2C(c2ccccc2)C(C#N)=C(N)O3)n1 (stereo not drawn)	-31	131	0	82	81
4	Cc1ccc(SCCNC(=O)C(CO)(CO)CO)cc1	-36	128	16	103	87
5	CCOc1ccc2nc(N3CCCN(C(=O)Nc4ccccc4C)CC3)c(C#N)cc2c1	/	/	-22	57	79
6	O=C(CCC1CCCCC1)NCc1cccs1	-8	188	0	105	105
7	CC12CCC(C(=O)NCCCn3ccnc3)(OC1=O)C2(C)C (stereo not drawn)	-43	153	-3	86	89
8	COCCNc1ncnc2c1cnn2-c1ccc(Cl)cc1	-36	105	1	67	66

no.	PLAP inhibitors HTS	Bcl-B TR3 displacers	IL1B NFkB pot	IL1B NFkB pot cell count 2 µM
1	5%	-3%	3	189
2	1%	-3%	-8	81
3	/	/	31	131
4	12%	-1%	36	128
5	-104%	104%	/	/
6	17%	8%	8	188
7	-18%	-2%	?	/
8	/	/	36	105

no.	structure	IL1B NFkB inh	IL1B NFkB inh cell count 2 µM	MRP reversal	MRP reversal cytotoxicity	MRP reversal with doxorubicin
9	Cc1cccc(N2CCN(S(=O)(=O)c3ccc4[nH]c(=O)c(=O)[nH]c4c3)CC2C)c1 (stereo not drawn)	1	166	10	99	89
10	CCC(C)(C)n1nnnc1C(C(C)C)N(CCN1CCOCC1)Cc1cc2cccc(C)c2[nH]c1=O (stereo not drawn)	-21	189	-15	74	89
11	COc1cc(C(=O)Nc2sc3c(c2C(=O)NCc2ccco2)CCCC3)cc(OC)c1OC	-5	206	-3	60	63
12	O=C(c1ccc(Br)o1)N1CCN(c2ccc3nnc(-c4ccc(F)cc4)n3n2)CC1	-6	37	-2	62	64
13	Cc1nc(SCC(=O)N2CCc3ccccc32)n[nH]1	-19	71	12	110	98
14	COc1nc(NCCN2CCOCC2)nc(Nc2ccc([N+](=O)[O-])cc2)n1	-18	212	11	86	75
15	CC1=C(C(=O)Nc2ccccc2)C(c2ccccc2)N2C(=O)CSC2=N1 (stereo not drawn)	-3	174	-1	97	97
16	CC(C)Cn1c(CN(C)Cc2ccccc2)nc2c1c(=O)n(C)c(=O)n2C	10	54	12	87	75

no.	PLAP inhibitors HTS	Bcl-B TR3 displacers	IL1B NFkB pot	IL1B NFkB pot cell count 2 µM
9	-119%	-7%	-1	166
10	-74%	-4%	21	189
11	-18%	-3%	5	206
12	-48%	-2%	6	37
13	-86%	4%	19	71
14	18%	2%	19	212
15	1%	6%	3	174
16	-31%	-7%	-10	54

Another view of ten compounds above:
Results follow in this order: IL1B NFkB inh | IL1B NFkB inh cell count 2 µM | MRP reversal | MRP reversal cytotoxicity | MRP reversal with doxorubicin | PLAP inhibitors HTS | Bcl-B TR3 displacers | IL1B NFkB pot | IL1B NFkB pot cell count 2 µM
#5 CCOc1ccc2nc(N3CCCN(C(=O)Nc4ccccc4C)CC3)c(C#N)cc2c1
→ / | / | -22 | 57 | 79 | -104% | 104% | / | /
#6 O=C(CCC1CCCCC1)NCc1cccs1
→ -8 | 188 | 0 | 105 | 105 | 17% | 8% | 8 | 188
#7 CC12CCC(C(=O)NCCCn3ccnc3)(OC1=O)C2(C)C (stereo not drawn)
→ -43 | 153 | -3 | 86 | 89 | -18% | -2% | ? | /
#8 COCCNc1ncnc2c1cnn2-c1ccc(Cl)cc1
→ -36 | 105 | 1 | 67 | 66 | / | / | 36 | 105
#9 Cc1cccc(N2CCN(S(=O)(=O)c3ccc4[nH]c(=O)c(=O)[nH]c4c3)CC2C)c1 (stereo not drawn)
→ 1 | 166 | 10 | 99 | 89 | -119% | -7% | -1 | 166
#10 CCC(C)(C)n1nnnc1C(C(C)C)N(CCN1CCOCC1)Cc1cc2cccc(C)c2[nH]c1=O (stereo not drawn)
→ -21 | 189 | -15 | 74 | 89 | -74% | -4% | 21 | 189
#11 COc1cc(C(=O)Nc2sc3c(c2C(=O)NCc2ccco2)CCCC3)cc(OC)c1OC
→ -5 | 206 | -3 | 60 | 63 | -18% | -3% | 5 | 206
#12 O=C(c1ccc(Br)o1)N1CCN(c2ccc3nnc(-c4ccc(F)cc4)n3n2)CC1
→ -6 | 37 | -2 | 62 | 64 | -48% | -2% | 6 | 37
#13 Cc1nc(SCC(=O)N2CCc3ccccc32)n[nH]1
→ -19 | 71 | 12 | 110 | 98 | -86% | 4% | 19 | 71
#14 COc1nc(NCCN2CCOCC2)nc(Nc2ccc([N+](=O)[O-])cc2)n1
→ -18 | 212 | 11 | 86 | 75 | 18% | 2% | 19 | 212

(list continues)
no.	structure	IL1B NFkB inh	IL1B NFkB inh cell count 2 µM	MRP reversal	MRP reversal cytotoxicity	MRP reversal with doxorubicin
17	COc1ccccc1NC(=O)CC(=O)CSc1nnc(-c2ccc(C)cc2)n1C	-14	209	-3	93	96
18	CCOC(=O)N1CCC2(CC1)C(C(=O)C13CC4CC(CC(C4)C1)C3)C2(C#N)C#N (stereo not drawn)	9	176	15	57	42
19	COc1cc(OC)c(OC)cc1CN1CCCC(C(=O)N2CCCCC2)C1 (stereo not drawn)	-16	121	0	90	91
20	CC(C)CNc1nc2c(c(=O)n(C)c(=O)n2C)n1Cc1cccc(Br)c1	-10	138	14	88	75
21	CCOc1ccc(C=O)cc1CN1CCCCC1	6	185	1	92	92
22	CN(C)CCN1C(=O)C(O)=C(C(=O)c2cc3ccccc3o2)C1c1ccc(N(C)C)cc1 (stereo not drawn)	3	70	3	84	81
23	CC(=O)C1=C(O)C(=O)N(C2CCCCC2)C1c1ccccc1 (stereo not drawn)	-17	176	15	102	87
24	Cc1cc(NS(=O)(=O)c2ccc(NC(=O)NC(C)(C(F)(F)F)C(F)(F)F)cc2)no1	-10	189	9	99	90

no.	PLAP inhibitors HTS	Bcl-B TR3 displacers	IL1B NFkB pot	IL1B NFkB pot cell count 2 µM
17	-33%	12%	14	209
18	-14%	5%	-9	176
19	-6%	3%	16	121
20	-9%	-10%	10	138
21	6%	-2%	-6	185
22	-46%	1%	-3	70
23	/	/	17	176
24	-5%	6%	10	189

no.	structure	IL1B NFkB inh	IL1B NFkB inh cell count 2 µM	MRP reversal	MRP reversal cytotoxicity	MRP reversal with doxorubicin
25	CCN(CC)c1ccc(C(=O)OCc2cc(=O)oc3cc(O)ccc23)cc1	-5	151	/	/	/
26	CC1(C)CC(=O)C=C(Nc2ccc(S(N)(=O)=O)cc2)C1	34*	81*	-4	96	101
27	COc1ccc(C2(C(=O)Nc3ccc(C(=O)N4CCOCC4)cc3)CCOCC2)cc1	-5	182	-17	97	115
28	Cc1cccc(N2CC(C)Cn3c2nc2c3c(=O)n(CC(=O)OCc3ccccc3)c(=O)n2C)c1 (stereo not drawn)	-4	95	/	/	/
29	O=S(=O)(Nc1ccc(N2CCCCC2)cc1)c1cccc2cccnc12	-1	119	24	110	86
30	C/C(=N\NC(=O)c1c(Br)c(C)nn1C)c1cccc(NC(=O)C2CCC2)c1	-13	165	/	/	/
31	CSCCC(NC(=O)C1CCC(C)CC1)C(=O)NCCN1CCOCC1 (stereo not drawn)	-18	97	-1	98	99
32	COC(=O)CCSc1nccn1Cc1ccccc1	-9	117	6	97	90

no.	PLAP inhibitors HTS	Bcl-B TR3 displacers	IL1B NFkB pot	IL1B NFkB pot cell count 2 µM
25	-21%	0%	5	151
26	7%	-6%	-34	81
27	-65%	-17%	5	182
28	-55%	-43%	4	95
29	21%	2%	1	119
30	-8%	0%	13	165
31	-15%	1%	18	97
32	-2%	3%	9	117

no.	structure	IL1B NFkB inh	IL1B NFkB inh cell count 2 µM	MRP reversal	MRP reversal cytotoxicity	MRP reversal with doxorubicin
33	CCCn1c(=O)c2c(C(F)(F)F)cc(-c3ccco3)nc2n(CCC)c1=O	-36	179	/	/	/
34	O=C(Nc1ccc2c(c1)OCCO2)c1cnc2ccccn2c1=O	-12	103	-5	97	102
35	O=C1CC(c2ccccc2)n2nc(NS(=O)(=O)c3ccccc3)nc2N1 (stereo not drawn)	/	/	1	103	101
36	CN(C(=O)c1ccc2c(=O)n3c(nc2c1)CCCCC3)c1ccccc1	-4	143	-4	75	79
37	COc1ccccc1-n1c(SCC(=O)N2CCCCC2)nnc1-c1ccccc1O	-57	140	15	85	71
38	CC(=O)NCC(=O)N(c1ccccc1)C1(C(=O)NC2CCCCC2)CCCCC1	-24	140	-2	99	101
39	CCOC(=O)CNC(=O)c1cnn2cccnc12	-24	158	1	100	100
40	O=C(O)CCCC(=O)NCCCCc1ccccc1	10	101	-21	94	114

no.	PLAP inhibitors HTS	Bcl-B TR3 displacers	IL1B NFkB pot	IL1B NFkB pot cell count 2 µM
33	18%	-46%	36	179
34	/	/	12	103
35	-104%	-3%	/	/
36	/	/	4	143
37	11%	-6%	?	/
38	-24%	0%	24	140
39	0%	1%	24	158
40	-20%	3%	-10	101

no.	structure	IL1B NFkB inh	IL1B NFkB inh cell count 2 µM	MRP reversal	MRP reversal cytotoxicity	MRP reversal with doxorubicin
41	CCC(C)(C)NC(=O)C(c1cccn1C)N(C(=O)Cn1nnc2ccccc21)c1ccc(F)cc1 (stereo not drawn)	1	138	-8	55	63
42	O=C(Cn1c(-c2ccc(Cl)cc2)noc1=O)N1CCN(c2ccccc2F)CC1	5	180	-13	97	110
43	COC(=O)CSc1nc(C(C)C)nc2ccccc12	-6	137	/	/	/
44	CN(C)c1ccc(C(=O)n2nnc3ccccc32)cc1	-38	60	9	84	76
45	CCc1ccc(-c2nc(CN3CCCC(C(=O)NCCc4ccc(OC)c(OC)c4)C3)c(C)o2)cc1 (stereo not drawn)	20	46	-26	37	63
46	COc1ccccc1CNC(=O)C1CCN(S(C)(=O)=O)CC1	-2	106	1	97	95
47	COC(=O)CCCCC1SCC(NC(=O)OC)C1NC(=O)OC (stereo not drawn)	-12	65	-1	87	88
48	COc1cccc(C(=O)N(Cc2ccco2)Cc2cc3cccc(C)c3[nH]c2=O)c1	-1	86	5	85	80
49	Cc1cccc(NC(=O)C2CCCN(C(=O)Nc3ccccc3)C2)c1C (stereo not drawn)	-14	159	9	96	87

no.	PLAP inhibitors HTS	Bcl-B TR3 displacers	IL1B NFkB pot	IL1B NFkB pot cell count 2 µM
41	0%	2%	-1	138
42	18%	-20%	-5	180
43	-44%	2%	6	137
44	0%	2%	38	60
45	-51%	-6%	-18	46
46	6%	-7%	2	106
47	-8%	-3%	12	65
48	12%	11%	1	86
49	15%	-4%	14	159
